# Assay outcomes as filed in PubChem.
# BCLXL inh: inhibitors of human Bcl-xL. GST-Bcl-xL / FITC-Bim BH3 peptide fluorescence polarization. inhibition, % at 10.9 µM. hit rate 0.7% among 320,000. AID 2129;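 active means inhibition above the mean of all tested compounds plus 3 SD, cutoff set per campaign, cut at about 30% in these data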;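 further: 0% = DMSO wells and 100% = unlabeled Bim-BH3 peptide competitor; inhibitors lower millipolarization by displacing the labeled peptide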
# Target sequence (Q07817 whole entry, looked up): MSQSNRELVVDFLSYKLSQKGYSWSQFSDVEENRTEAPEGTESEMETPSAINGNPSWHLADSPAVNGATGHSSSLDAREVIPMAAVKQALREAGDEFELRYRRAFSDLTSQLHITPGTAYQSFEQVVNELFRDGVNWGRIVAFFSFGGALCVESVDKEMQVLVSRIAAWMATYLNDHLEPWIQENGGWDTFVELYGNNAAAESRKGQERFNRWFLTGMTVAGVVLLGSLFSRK
# MEX-5 binding: C. elegans MEX-5 TCR-2 RNA binding activity. MEX-5/FITC-TCR2 RNA binding, fluorescence polarization; active compounds read low. AID 1832. activity score (negative = inhibition of binding), % at 10 µM. hit rate 0.38% among 300,000. Q9XUB2;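 active means inhibition past about -25% in most replicates, and total fluorescence under double the plate's negative control median, limit read from the data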;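 further: 0% = DMSO and -100% = 5 µM competing unlabeled TCR2 RNA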
# Efflux pump inh: blocks antifungal efflux pumps in multiplex yeast assay; S. cerevisiae Candida pump triplex, Nile Red efflux; inhibition, % at 10 µM; hit rate 0.44% among 330,000;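 active means plate passing quality check with inhibition over a set limit, or well fluorescence over plate mean plus 4 SD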;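 further: Nile Red retained in pooled yeast measured as flow cytometry median fluorescence; 0% = buffer negative control and 100% = Enniatin B positive control; higher means more Nile Red kept so more efflux inhibition; some compounds called inactive have numbers as strong as hits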
# Fam108B inh: counter-screen for RBBP9 inhibitors: inhibitors of mouse Fam108B; recombinant Fam108B, FP-Rh probe fluorescence polarization; inhibition, % at 9.51 µM; hit rate 0.33% among 300,000;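 active means inhibition above the screen mean inhibition plus 3 SD, computed separately per campaign, cut at about 18% in these data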;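 further: inhibitors lower polarization as less probe binds the enzyme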
# EBNA-1 inhibitor: blocks EBNA-1 binding to DNA; inhibition, % at 14.8 µM; hit rate 0.34% among 300,000; EBNA-1 DNA binding, fluorescence polarization; in the data active means inhibition above about 28%
# GLD-1 RNA inh: GLD-1-TGE RNA interaction inhibition (C. elegans); AID 2280; Q17339; hit rate 0.44% among 320,000; purified GLD-1 + fluorescein TGE RNA, fluorescence polarization; inhibition, % at 5.96 µM;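 active means percent inhibition above a per-plate cutoff, the plate mean of test compounds plus 3 SD, cut at about 30% in these data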;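 further: 0% = DMSO wells with GLD-1 and probe and 100% = wells lacking GLD-1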
# Target sequence (Q17339 whole entry, looked up): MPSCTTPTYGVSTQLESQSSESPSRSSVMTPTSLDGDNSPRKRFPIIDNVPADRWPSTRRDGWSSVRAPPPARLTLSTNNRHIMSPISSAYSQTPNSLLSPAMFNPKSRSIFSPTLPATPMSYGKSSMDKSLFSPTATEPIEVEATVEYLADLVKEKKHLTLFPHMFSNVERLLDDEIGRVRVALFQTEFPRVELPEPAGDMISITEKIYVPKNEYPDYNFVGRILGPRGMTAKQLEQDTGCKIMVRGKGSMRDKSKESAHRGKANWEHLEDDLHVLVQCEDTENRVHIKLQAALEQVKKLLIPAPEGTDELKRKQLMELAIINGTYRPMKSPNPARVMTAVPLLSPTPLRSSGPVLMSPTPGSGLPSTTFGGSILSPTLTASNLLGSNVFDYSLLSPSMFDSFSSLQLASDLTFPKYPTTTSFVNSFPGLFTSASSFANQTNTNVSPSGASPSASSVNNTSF
# ZTA DNA inh: blocks Epstein-Barr virus ZTA, an EBNA-1 counter-screen; P03206; ZTA-DNA binding, fluorescence polarization; hit rate 0.15% among 320,000; AID 2234; inhibition, % at 11 µM; in the data active means inhibition above about 33%
# MCL1-BIM inh: inhibitors of human MCL1 binding to BIM-BH3 peptide | Q07820 | GST-MCL1 / FITC-Bim-BH3 fluorescence polarization | inhibition, % at 10.9 µM | hit rate 0.68% among 320,000 | AID 2057;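 active means inhibition above the mean inhibition of all tested compounds plus 3 SD, set per campaign, cut at about 40% in these data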;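 further: 0% = DMSO wells and 100% = unlabeled Bim-BH3 peptide control; higher means more loss of mP so more displacement of Bim peptide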
# Target sequence (Q07820 whole entry, looked up): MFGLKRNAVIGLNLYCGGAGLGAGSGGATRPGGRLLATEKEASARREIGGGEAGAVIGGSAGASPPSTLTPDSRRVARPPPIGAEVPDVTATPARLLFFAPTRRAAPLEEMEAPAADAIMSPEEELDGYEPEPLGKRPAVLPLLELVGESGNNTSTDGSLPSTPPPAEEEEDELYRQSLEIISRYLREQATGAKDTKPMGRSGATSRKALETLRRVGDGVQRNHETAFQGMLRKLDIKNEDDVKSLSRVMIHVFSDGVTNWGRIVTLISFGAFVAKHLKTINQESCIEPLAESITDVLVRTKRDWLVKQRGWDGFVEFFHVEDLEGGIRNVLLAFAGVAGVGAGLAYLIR
# CR mimetic SO: caloric restriction mimetics inhibiting age-related superoxide in yeast; S. cerevisiae aged cells, superoxide DHE fluorescence; active compounds read low; superoxide response (% of plate mean), % at 10 µM; hit rate 0.18% among 330,000; AID 2690;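 active means superoxide response under a set limit, about three screen SD below normal, cut at about 65% in these data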;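 further: yeast aged for seven days with compound at 30 °C before DHE staining; 100% = average MFI of all compound-treated wells on the plate with controls excluded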
# * = called active by the depositor; · = no result given; & = joins results of further samples.
SMILES,BCLXL inh,MEX-5 binding,Efflux pump inh,Fam108B inh,EBNA-1 inhibitor,GLD-1 RNA inh,ZTA DNA inh,MCL1-BIM inh,CR mimetic SO
COC(=O)[C@]1(CC(C)C)N[C@H](c2ccc(-c3ccc(F)cc3)cc2)[C@@H]2C(=O)N(C)C(=O)[C@@H]21,4,-2.4,0.0,1,-6,6,-1,-3,103
C[C@H](NC(=O)c1nc[nH]c1C(=O)N1CCN(C(=O)OC(C)(C)C)CC1)C(=O)OC(C)(C)C,-2,·,0.0,-1,0,4,-4,-4,106
COC(=O)C1CCN(CC(=O)Nc2ccc(C(=O)Nc3ccccc3OC)cc2)CC1,-10,·,-0.1,·,·,7,-2,-15,95
Clc1ccc2nc(N3CCCCC3)[nH]c2c1,6,0.9,-0.5,-2,-1,2,-2,5,91
COc1ccc(CCN(C)C(=O)C2CCCN(Cc3ccc(OC)c(OC)c3)C2)cc1OC (stereo not drawn),7&8,-2.3&0.8,-0.1&-0.1,2&-4,2&7,-3&6,-14&-4,8&4,95&111
O=C(Nc1cccc(C(=O)N2CCOCC2)c1)c1cncc(Br)c1,-9,-1.3,0.0,-3,3,6,-3,-26,90
Cc1cccc(OCC(=O)Nc2nccs2)c1C,1,0.4,0.4,6,1,11,4,2,100
CCOCCOC(NC(=O)c1ccccc1)(C(F)(F)F)C(F)(F)F,4,-1.7,0.1,4,8,4,-6,6,96
CC(C)(C)c1ccc(-c2n[nH]c(=S)n2CC2CCCO2)cc1 (stereo not drawn),-25,0.8,0.0,-1,12,-2,16,-26,97
O=S(=O)(c1ccc(OCC(O)CN2CCCC2)cc1)N1CCOCC1 (stereo not drawn),4,0.5,0.3,-1,2,1,3,4,89
O=C(OC(C(=O)NCc1ccc2c(c1)OCO2)c1ccc(Cl)cc1)c1ccco1 (stereo not drawn),-2,-1.6,0.3,-2,-3,12,-5,2,121
O=C(OCc1ccco1)c1ccc(S(=O)(=O)N2CCCCC2)cc1,4,-4.6,0.5,-2,-2,7,14,10,104
Cc1nc(C(N)=O)nc2ccccc12,2,1.9,-0.1,3,-3,1,-16,5,92
CCN=C1SC(CC(N)=O)C(=O)N1CC (stereo not drawn),2,-1.1,-0.1,0,8,5,-5,-2,70
CCN(C(=O)COC(=O)C1CC1)c1c(N)n(Cc2ccccc2)c(=O)[nH]c1=O,-1,·,0.1,·,·,5,6,-3,105
O=S(=O)(c1ccccc1)N1CCN(C2CCN(Cc3ccccc3)CC2)CC1,6,-3.6,-0.2,0,10,3,12,3,83
CNC(=O)NC(=O)C(OC(=O)CCNS(=O)(=O)c1ccccc1)c1ccccc1 (stereo not drawn),-6,1.7,0.0,1,-6,-2,-1,-8,110
O=C(CCC(=O)OCc1cccc(C(=O)Oc2ccccc2)c1)Nc1cccc2ccccc12,-1,·,-0.2,5,0,6,-24,1,87
CN(C)c1ccc(N=Nc2ccccc2C(=O)OCC(=O)NC2CCCC2)cc1,0,1.1,-0.2,5,14,-1,2,-2,97
Cc1c(C(=O)N2CCCCC2)c(S(=O)(=O)NCc2ccc(N(C)C)cc2)c(C)n1C,7,0.9,-0.1,-1,3,1,-1,10,112
Cc1ccc(C)n1-n1c(C)nc2sc(-c3ccccc3)cc2c1=O,1,0.4,0.0,-7,-7,-5,-3,-3,89
C=CCOc1ccccc1CNn1nnnc1N,7,-1.4,0.0,-1,10,6,-14,8,100
CN(C)c1ccc(-c2n[nH]c(=S)n2-c2ccccc2)cc1,-7,·,0.1,-5,-5,7,-4,-17,103
COc1cccc(C(=O)OC(C)C(=O)NCC2CCCCC2)c1 (stereo not drawn),1,·,-0.1,·,·,-3,16,2,101
CCOC(=O)c1sc(NC(=O)c2ccc(C)s2)cc1C,0,4.3,0.1,0,-2,0,-7,-1,106
COc1ccc(CC(NC(C)=O)C(=O)NC2CCN(C(=O)Nc3ccccc3C)CC2)cc1OC (stereo not drawn),0,-0.1,0.0,-1,11,-5,4,0,87
Cc1ccc(OCCn2c(=O)oc3ccc(C)cc32)cc1,0,-0.4,0.1,0,-2,-4,-3,0,117
CCCCCN(C(=O)NC(=O)Nc1ccccc1C)S(=O)(=O)c1ccccc1,5,0.7,-0.4,-2,9,3,-3,9,108
O=C(CC1C(=O)NC2CCCCC2N1C(=O)c1ccc(F)cc1)Nc1ccccc1 (stereo not drawn),1,-0.7,-0.2,-2,20,3,-3,10,101
Cc1sc2nc(CN(CCc3ccccc3)C(=O)c3ccco3)[nH]c(=O)c2c1C,6,·,-0.2,3,0,-2,-24,10,100
NC(=O)CSc1n[nH]c(-c2ccco2)n1,0,-2.1,0.0,-5,-14,7,-3,1,92
Nc1nc(NCCCN2CCOCC2)nc(Nc2ccc(F)cc2)c1[N+](=O)[O-],16,3.1,0.0,9,-4,15,-8,12,98
O=[N+]([O-])c1ccc(S(=O)(=O)NCC2CCCO2)cc1 (stereo not drawn),3,-0.1,0.4,1,-9,2,-11,2,96
O=C(CNS(=O)(=O)c1ccccc1F)OCC(=O)c1c[nH]c2ccccc12,3,·,-0.1,·,·,-1,5,8,82
CC/C(C)=N/Nc1nc2c(c(=O)[nH]c(=O)n2C)n1Cc1ccccc1,11,0.1,-0.2,5,-3,0,0,20,107
COc1ccc(C(=O)[C@H]2[C@H]3C(=O)N(c4ccc(OC(C)=O)cc4)C(=O)[C@H]3C3C=CC=NN32)cc1 (stereo partly drawn),13,1.9,0.1,-2,-7,21,-7,17,87
CCOC(=O)c1cc(CC)sc1NC(=O)c1cc([N+](=O)[O-])ccc1N1CCOCC1,-1,1.1,0.7,11,-2,-1,9,4,92
Cc1cc(S(=O)(=O)NCc2ccccc2)ccc1OCC(=O)NCc1cccnc1,2,1.6,0.0,-2,8,-2,15,6,93
C/C(Cl)=C/Cc1c(C)[nH]c2ccc(C)cc2c1=O,2,-1.9,0.0,-1,9,-5,16,-3,82
Oc1c(N=NC(=S)Nc2ccccc2F)c2ccccc2n1Cc1ccccc1Cl,1,0.5,0.0,2,0,1,6,2,92
COc1ccc(CCN(Cc2cc3cccc(C)c3[nH]c2=O)C(=O)NC2CCCCC2)cc1OC,2,-2.1,-0.1,4,8,-7,4,3,108
O=C(CSc1nnc(-c2ccncc2)n1-c1ccccc1)NCC1CCCO1 (stereo not drawn),-2,·,-0.1,·,·,7,-7,-4,91
O=C(O)CSc1ccccn1,4,-1.3,0.0,-2,-8,3,8,4,79
OCC1CCN(Cc2cn(Cc3ccccc3)nc2-c2cc3ccccc3o2)CC1,2,4.5,0.0,-1,-4,7,6,2,97
Cc1nn(C)c(C(=O)N/N=C/c2ccc(Br)cc2)c1Cl,-1,-5.7,0.2,-6,3,-7,-4,2,61*
COC(=O)[C@@H](NC(=O)N(C1CCCCC1)C1CCCCC1)C(C)C,-3,-0.5,-0.1,3,3,9,-5,5,93
CC(=O)Nc1ccc(NC(=O)c2c([N+](=O)[O-])cnn2C)cc1,6,-2.4,0.5,1,-6,4,0,-11,103
CCOC(=O)c1nnn2c1nc(N1CCOCC1)c1ccccc12,8,0.5,-0.1,2,8,-1,-9,6,101
C/C(CCc1ccc2c(c1)OCO2)=N\N=C1\NC(=O)CC(C(=O)Nc2ccc(Cl)cc2)S1 (stereo not drawn),3,-0.3,-0.1,3,8,-2,13,6,104
Cc1ccc(C(=O)C[n+]2cc(-c3ccc(C)cc3)n3c2CCCCC3)cc1,2,0.4,0.1,1,-16,-11,-2,2,130

# Next section.
SMILES,BCLXL inh,MEX-5 binding,Efflux pump inh,Fam108B inh,EBNA-1 inhibitor,GLD-1 RNA inh,ZTA DNA inh,MCL1-BIM inh,CR mimetic SO
CCC1(C)Cc2ccccc2-c2nc(NCCCO)n(C)c(=O)c21 (stereo not drawn),4,·,0.1,-3,-8,-12,8,4,105
Nc1nonc1N1CCCCC1,6,1.6,-0.1,3,9,1,11,4,124
COc1ccc(N2CCN(C(=O)c3cc(=O)c4ccc(C)cc4o3)CC2)cc1,7,-1.1,-0.3,-4,3,-7,6,4,106
CC1CCN(c2ccc(S(=O)(=O)N3CCC(C)CC3)cc2N)CC1,2,-0.3,0.6,1,7,7,10,-2,110
CC(=O)Nc1ccc(NC(=O)CSc2nnc(-c3ccco3)n2Cc2ccco2)cc1,-2,-1.7,0.3,-1,-6,-3,9,-4,130
NS(=O)(=O)c1ccc(CNC(=O)c2cc(=O)c3ccccc3o2)cc1,0,-1.7,-0.1,-3,2,-5,2,4,98
CC(C)(C)c1nc(SCC(=O)NC2CCCC2)c2ccccc2n1,3,0.9,0.2,-3,-2,8,-2,5,94
CO[C@@]1(NC(=O)Cc2cccs2)C(=O)N2C(C(=O)O)=C(COC(N)=O)CS[C@@H]21,11,-1.4,0.1,2,3,3,0,16,102
COc1cc(S(=O)(=O)Nc2ccc3cn[nH]c3c2)ccc1Cl,4,-2.3,0.0,1,-9,13,-7,3,87
O=C(Nc1cc(Cl)cc(Cl)c1)C1CCC(=O)N1Cc1ccccc1Cl (stereo not drawn),0,0.6,-0.1,3,7,3,-12,-4,102
COc1cc(/C=C(\C#N)C(=O)NCc2cccs2)ccc1O,4,3.8,0.3,-1,4,-4,4,-3,102
CC(=O)Nc1ccc(NC(=O)c2ccc(C)c(S(=O)(=O)Nc3cccc(C)c3)c2)cc1,4,2.3,0.0,1,-6,-3,10,7,90
Cc1c(C(C)NC(=O)c2ccc3nc(Cc4ccccc4F)oc3c2)cnn1C (stereo not drawn),6,0.1,0.1,3,-3,-3,-15,-1,99
Cc1ccc(/C=N/NC(=O)c2c(C)nc3ccc(Br)cn23)cc1,-1,-1.1,-0.1,4,-9,6,-11,4,83
Cc1cc(C)c(S(=O)(=O)NCC(c2ccco2)N2CCc3ccccc3C2)c(C)c1 (stereo not drawn),4,1.5,0.1,-12,-14,4,-4,4,102
O=C(/C=C/c1ccco1)N1CCC(Cc2ccccc2)CC1,-1,3.7,-0.1,-6,-7,-13,-19,-4,97
CCOc1ccc(NC(=O)CN(C)C(=O)c2ccc(C3SCCS3)cc2)cc1OCC,0,-2.0,0.0,4,-1,6,5,-2,97
COc1ccc(C(=O)NCC(=O)N/N=C(\C)c2ccco2)cc1OC,2,-2.2,-0.1,0,-10,9,-15,5,114
O=C(CN1CCN(S(=O)(=O)c2ccc(F)cc2)CC1)NC1CCCC1,8,0.8,0.0,1,-3,5,-16,3,104
CCSc1nc2ccccc2c(=O)n1Cc1ccc(F)cc1,5,-0.3,0.3,-1,-14,-2,-6,11,109
C#CCN1C(=O)S/C(=C\c2cc3c(cc2OC)OCO3)C1=O,6,-20,-0.1,-1,23,2,5,6,103
Cc1cccc(N2C(=O)CC(SC(=Nc3ccccc3)Nc3ccccc3)C2=O)c1 (stereo not drawn),1,-1.0,-0.1,-5,-3,6,13,6,96
Cc1ccc(C(=O)NCCCn2ccnc2)o1,6,-1.2,0.0,1,-5,1,9,8,106
CCN(CCO)c1ccc(NC(=S)Nc2cccc(S(=O)(=O)N(C)C)c2)cc1,19,1.1,0.0,1,23,10,41*,33,97
CC(=O)NCc1ccc(C(=O)O)cc1,8,0.9,0.0,0,-4,8,7,6,99
CS(=O)(=O)Nc1cccc(-c2cn3ccccc3n2)c1,2,-5.2,0.0,-5,-12,5,-4,-7,100

# A different layout for part of the listing above:
# Every second line gives: BCLXL inh, MEX-5 binding, Efflux pump inh, Fam108B inh, EBNA-1 inhibitor, GLD-1 RNA inh, ZTA DNA inh, MCL1-BIM inh, CR mimetic SO
O=C(Nc1cccc(C(=O)N2CCOCC2)c1)c1cncc(Br)c1
    -9, -1.3, 0.0, -3, 3, 6, -3, -26, 90
OCC1CCN(Cc2cn(Cc3ccccc3)nc2-c2cc3ccccc3o2)CC1
    2, 4.5, 0.0, -1, -4, 7, 6, 2, 97
